Source: PubChem
NTMT1 inhibitor: Primary qHTS for Inhibitors of N-terminal methyltransferase 1 (NTMT1): MTaseGlo Assay. NTMT1 MTase-Glo SAH luminescence, purified enzyme. Potency, µM (series often up to 114 µM), for inactives: at the top dose activity change, negative = inhibition, most hits filed as inhibitors. actives 2.5% (n = 59,000). AID 1645870, 2021; active = well fitted inhibition curve with a large enough effect; inconclusive = small, poorly fitted or top-dose-only effect;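 note: plate controls were DMSO vehicle for no effect and no enzyme for full effect; nearly all actives have a fitted effect of over 65% in size; many of its hits are not listed in these tables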
Target sequence (Q9BV86 whole entry, looked up): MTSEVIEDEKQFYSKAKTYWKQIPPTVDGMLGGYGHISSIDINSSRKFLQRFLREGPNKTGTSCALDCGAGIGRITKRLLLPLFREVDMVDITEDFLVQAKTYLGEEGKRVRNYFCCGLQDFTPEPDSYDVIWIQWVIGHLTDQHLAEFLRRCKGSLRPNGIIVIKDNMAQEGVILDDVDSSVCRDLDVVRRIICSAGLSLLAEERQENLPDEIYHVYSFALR
An asterisk follows results filed as active; ? = inconclusive; [ ] = dose if it differs, or a comment. Potency is the fitted concentration of half-maximal effect. Some of the compounds tested (hit frequency here may not be typical).

SMILES	NTMT1 inhibitor
CC(C)(O)c1coc(S(=O)(=O)NC(=O)Nc2c3c(cc4c2CCC4)CCC3)c1	17.4%
COc1cc(Nc2nc(-c3ccncc3)nc3ccccc23)ccc1N1CCN(C)CC1	8.91µM*
CCC(=O)NC[C@H](Cc1ccc(OCCc2nc(-c3ccccc3)oc2C)cc1)N/C(C)=C\C(=O)c1ccc(C(F)(F)F)cc1	16.4%
Cc1ccc(NS(=O)(=O)c2cc3c(cc2N2CCCC2)NC(=O)CC3)cc1C	-3.0%
O=C(O)c1ccc2c(c1)C(=O)N([C@]1(C(=O)O)CC1c1ccccc1)C2=O (stereo not given in full)	15.0%
O=C(Nc1cc(Cc2ccccc2)ccn1)c1ccc(-c2cccc([N+](=O)[O-])c2)o1	9.4%
Clc1ccccc1-c1nc(NCc2ccc(-c3cccnc3)cc2)c2ccccc2n1	20.0%
O=C1c2ccccc2NC(c2ccc(-c3ccc(Br)cc3)o2)N1O (stereo not given)	10.2%[57.5 µM]
Brc1ccc(-c2csc(N3CCCCC3)n2)cc1	3.0%
Cc1ccc(CNc2nc(-c3ccccc3C(F)(F)F)nc3ccccc23)s1	15.7%
FC(F)(F)c1cccc(N2CCN(C(=S)Nc3nccc4ccccc34)CC2)c1	?
FC(F)(F)c1ccccc1-c1nc(NCc2ccc3c(c2)OCO3)c2ccccc2n1	4.2%
Cn1cc(Br)c(C2N=C(Nc3nc4ccccc4o3)NC3=C2C(=O)CCC3)n1 (stereo not given)	5.8%
O=C1c2ccccc2C(=O)N1c1ccccn1	-5.5%
CCCC(C)NC(=O)Cn1nc(-c2ccc(C)cc2)ccc1=O (stereo not given)	-0.3%[57.5 µM]
O=C(OCC#CCSc1nnc(-c2cccc3ccccc23)o1)c1ccc(C(F)(F)F)cc1	13.8%
CCc1ccc2oc(NC3=NC(c4[nH]ncc4Cl)C4=C(CCCC4=O)N3)nc2c1 (stereo not given)	-2.5%
CC1=C(C(=O)Nc2ccon2)C(c2nn(C)cc2Cl)N=C(Nc2nc3ccccc3o2)N1 (stereo not given)	14.6%
O=S(=O)(Nc1cc(O)cc2cccnc12)c1ccc(Cl)s1	29.8%
COc1ccc(C2Nc3ccccc3C(=O)N2Cc2ccco2)cc1CSc1c(C)cccc1C (stereo not given)	0.1%
O=C(O)c1ccc(-c2ccc(NC(=O)c3cccs3)cn2)cc1	11.9%
COc1cc(C)c(/C=C/C(C)=C/C=C/C(C)=C/C(=O)O)c(C)c1C	79.4µM*
COc1ccc(C2Nc3ccc(Cl)cc3C(=O)N2Cc2ccccc2)cc1COc1ccc(NC(C)=O)cc1 (stereo not given)	48.0%[activator]
O=C(CCCCCCNC(=O)c1cnc(N(c2ccccc2)c2ccccc2Cl)nc1)NO	13.8%
O=C(OCC#CCSc1nnc(-c2cccc3ccccc23)o1)c1cccc(F)c1	14.6%
O=C1NC(=O)/C(=C/c2cccn2-c2ccc(P(=O)(O)O)cc2)N1	-4.4%
Cc1cc(C)nc(NC(=S)N2CC3CN(c4ccc(Cl)cc4C(F)(F)F)CC3C2)c1 (stereo not given)	?
Cc1cc(N[S+](=O)([O-])c2ccc(NC(=O)Cc3ccc(C(F)(F)F)c(F)c3)cc2)no1	7.5%
Cc1noc(C)c1-c1ccc(Nc2nc(-c3ccncc3)nc3ccccc23)cc1F	2.1%
COc1cc(NS(=O)(=O)c2ccc3ccccc3c2)c2ncccc2c1	11.8%

Sorted by SMILES length (ascending): some entries from above
SMILES	NTMT1 inhibitor
O=C1c2ccccc2C(=O)N1c1ccccn1	-5.5%
CCCC(C)NC(=O)Cn1nc(-c2ccc(C)cc2)ccc1=O (stereo not given)	-0.3%[57.5 µM]
COc1cc(Nc2nc(-c3ccncc3)nc3ccccc23)ccc1N1CCN(C)CC1	8.91µM*

(further entries)
SMILES	NTMT1 inhibitor
CC(C)(C)S(=O)(=O)c1ccc2nccc(Nc3n[nH]c4ccc(F)cc34)c2c1	0.8%
COc1ccc2c(c1)Oc1nc(-c3ccc(C)cc3)nc(SCC(=O)Nc3cccc(C(=O)O)c3)c1C2	22.4µM*
CCC(CC)C(=O)NCCc1nc2ccccc2n1CCOc1ccc(C)cc1	7.8%[57.5 µM]
Cc1ccc(OCCn2c(CCNC(=O)c3ccncc3)nc3ccccc32)cc1	0.0%[57.5 µM]
c1csc(CCNc2ncnc3ccc(-c4ccc5c(c4)OCO5)cc23)c1	?
O=S(=O)(Nc1cc(O)cc2cccnc12)c1ccc(Br)s1	13.2%
COc1ccc(C2Nc3ccccc3C(=O)N2Cc2ccco2)cc1COc1ccccc1C (stereo not given)	-2.8%[57.5 µM]
CC1=C(/C=C/C(C)=C/C=C/C(C)=C/C=C/C=C(C)/C=C/C=C(C)/C=C/C2=C(C)CCCC2(C)C)C(C)(C)CCC1	-7.4%
Cc1cn([C@H]2C[C@H](N[S+](=O)([O-])Cc3ccc(Cl)cc3)[C@@H](CO)O2)c(=O)[nH]c1=O	1.9%
NC(=O)C1CCN(c2nccc(-c3ccc(Br)cc3)n2)CC1	3.5%
COCC(=O)NCCc1nc2ccccc2n1CCOc1ccc(C)cc1	6.2%[57.5 µM]
CC(=O)c1ccc(C(=O)Nc2nnc(-c3ccco3)o2)cc1	3.0%
Cc1ccc(C2Nc3cccc4cccc(c34)N2)cc1	?
Cc1ccc(S(=O)(=O)Nc2ccccc2Nc2nc(-c3ccccc3)cs2)cc1	2.4%
COc1ccc(-c2nnc3n2N=C(c2ccc(OC)c(OC)c2)CS3)c(OC)c1	-2.7%
O=C(O)c1ccc(O)c2ncc(N3CCCC3)cc12	1.5%
O=S(=O)(NC1CCC(NS(=O)(=O)c2c(F)cccc2F)CC1)c1ccc2c(c1)OCCO2 (stereo not given)	5.1%
O=C1CCCC2=C1C(c1[nH]ncc1Cl)NC(=NCc1ccccn1)N2 (stereo not given)	11.4%
Cc1cc2c(s1)c1cnn(Cc3cc(F)ccc3C)c(=O)c1n2C	15.9%
CC(=O)NC(c1cccs1)c1cc(Br)c2cccnc2c1O (stereo not given)	14.6%
O=C(Nc1ccc(F)c(C(F)(F)F)c1)Nc1nc(-c2ccncc2)cs1	4.3%[57.5 µM]
COc1ccc(CNc2ccc(N3CCN(C(C)=O)CC3)cc2)cc1OC	?
O=c1c2ccccc2nc2sc(Nc3ccc(Oc4ccccc4)cc3)nn12	6.7%
COc1ccc(C2Nc3ccccc3C(=O)N2Cc2ccncc2)cc1COc1ccc(NC(C)=O)cc1 (stereo not given)	18.9%
S=C(NCCCc1cnc[nH]1)NCCCN(Cc1ccc(Cl)c(Cl)c1)c1ccccn1	3.4%
CCOC(=O)c1ccoc1-c1ccc2ncnc(NCc3ccc(C)o3)c2c1	?
O=C(Nc1ccc2c(c1)OCCO2)c1ccc(-c2nc3ccccc3[nH]2)cc1	1.3%
Cc1noc(C)c1-c1ccc2ncnc(NCc3ccc(-c4ccccc4)cc3)c2c1	1.9%
O=C1CCCC2=C1C(c1[nH]ncc1Cl)NC(=NCc1cccnc1)N2 (stereo not given)	8.4%
COC(=O)c1ccc(O)c2ncc(N3CC[C@@H](N)C3)cc12	-10.1%

Pulled one by one from the entries so far (4):
SMILES	NTMT1 inhibitor
COc1cc(C)c(/C=C/C(C)=C/C=C/C(C)=C/C(=O)O)c(C)c1C	79.4µM*
Cc1cc2c(s1)c1cnn(Cc3cc(F)ccc3C)c(=O)c1n2C	15.9%
O=S(=O)(Nc1cc(O)cc2cccnc12)c1ccc(Cl)s1	29.8%
O=C(Nc1ccc2c(c1)OCCO2)c1ccc(-c2nc3ccccc3[nH]2)cc1	1.3%

(more compounds)
SMILES	NTMT1 inhibitor
Cc1nnc(-c2cnn(C)c2N)n1CCCc1ccccn1	5.9%
COc1cc(O)c(C(CC(=O)N2CCN(c3ccc(F)cc3)CC2)c2ccc3c(c2)OCO3)c(OC)c1 (stereo not given)	13.4%
FC(F)(F)c1ccc(CSc2nc3ncc(Br)cc3[nH]2)cc1	5.6%[57.5 µM]
C(=C\c1cccs1)/c1cccnc1	-3.7%
C[C@@H]1CC2C3C[C@H](F)C4=CC(=O)C=C[C@]4(C)[C@@]3(F)[C@@H](O)C[C@]2(C)[C@@]1(OC(=O)c1ccco1)C(=O)SCF (stereo not given in full)	6.5%
O=S(=O)(Nc1nccs1)c1ccc(NCc2ccc(Cl)cc2O)cc1	-27.1%
COc1ccc(C2c3c(ncn(Cc4ccccc4)c3=N)Oc3ccc4ccccc4c32)cc1OC (stereo not given)	6.1%
N#Cc1nc(Nc2cc(F)cc(F)c2)nc(Nc2cc(F)cc(F)c2)n1	10.4%
CC(=O)Nc1ccc(NC(=O)c2cnn3c(C)cc(C)nc23)cc1	-16.5%
COc1ccc(C2Nc3ccccc3C(=O)N2Cc2ccccc2)cc1COc1c(C)cc(NC(C)=O)cc1C (stereo not given)	3.4%
O=C1CCCC2=C1C1(CCC1)N=C(Nc1nc3ccccc3o1)N2	6.0%
O=C1CCCC2=C1C(c1[nH]ncc1Cl)NC(=NCc1ccncc1)N2 (stereo not given)	6.7%
CCOc1ccc(CCNC(=O)c2cc3sccc3n2C)cc1OCC	9.2%[57.5 µM]
c1cc2c(cc1CNc1ccc(N3CCCCC3)cc1)OCO2	?
CC(=O)c1ccc(-c2csc(N3CCC(C(N)=O)CC3)n2)cc1	?

As a short view, some entries already given.
SMILES	NTMT1 inhibitor
C[C@@H]1CC2C3C[C@H](F)C4=CC(=O)C=C[C@]4(C)[C@@]3(F)[C@@H](O)C[C@]2(C)[C@@]1(OC(=O)c1ccco1)C(=O)SCF (stereo not given in full)	6.5%
O=S(=O)(Nc1nccs1)c1ccc(NCc2ccc(Cl)cc2O)cc1	-27.1%
COc1ccc(C2c3c(ncn(Cc4ccccc4)c3=N)Oc3ccc4ccccc4c32)cc1OC (stereo not given)	6.1%
N#Cc1nc(Nc2cc(F)cc(F)c2)nc(Nc2cc(F)cc(F)c2)n1	10.4%
CC(=O)Nc1ccc(NC(=O)c2cnn3c(C)cc(C)nc23)cc1	-16.5%

Next section:
SMILES	NTMT1 inhibitor
CNc1oc(-c2cccc(Cl)c2)nc1C#N	-3.0%
C=CC(=O)N1CCC[C@H](n2c(=O)n(-c3ccc(Oc4ccccc4)cc3)c3c(N)ncnc32)C1	89.1µM*
COc1ccc(C2Nc3ccccc3C(=O)N2Cc2ccc3c(c2)OCO3)cc1COc1c(C)cc(NC(C)=O)cc1C (stereo not given)	1.0%
Cc1cnc(-c2ccccc2C2COC2)nc1NCc1ccc(-n2ccnn2)cc1	10.0%[57.5 µM]
N#Cc1ccc(-c2ccc(CNc3ccc(N4CCOCC4)cc3)o2)cc1	-6.4%[57.5 µM]
Cc1sc(NC(=O)Cc2ccc3c(c2)OCO3)nc1-c1ccc2c(c1)CCN2	5.0%
CC(=O)Nc1ccc(S(=O)(=O)Nc2cccc3cccnc23)cc1	6.6%
O=C(Nc1ccccc1F)c1ccc(O)c2ncccc12	10.7%
COC(=O)c1ccc2nc(NC3=NC(c4[nH]ncc4Cl)C4=C(CCCC4=O)N3)oc2c1 (stereo not given)	-17.6%
O=S(=O)(NC1CCN(S(=O)(=O)c2ccc3c(c2)OCCO3)CC1)c1c(F)cccc1F	1.0%
COc1ccc2c(c1)[C@]1(C[C@H]1c1ccc3c(/C=C/c4ccc(CN5C[C@@H](C)O[C@@H](C)C5)cc4)n[nH]c3c1)C(=O)N2	1.7%
COc1ccccc1NC(=O)C1=C(C)NC(Nc2nc3ccccc3o2)=NC1c1ccccc1Br (stereo not given)	15.8%
Cc1ccc(NS(=O)(=O)c2cc3c(cc2Cl)NC(=O)CO3)cc1Cl	5.7%[57.5 µM]
CCOC(=O)c1[nH]c2c(c1C)CCC(c1ccco1)C2 (stereo not given)	-0.7%
O=C(NCc1ccc(Cl)c(Cl)c1)Nc1nnc(-c2ccncc2)s1	-20.2%
Cc1nc(CCN(C)c2ncnc3ccc(-c4ccc5c(c4)OCO5)cc23)cs1	?
Cc1csc(CNc2ncnc3ccc(-c4ccc5c(c4)OCO5)cc23)c1	1.9%[57.5 µM]
O=C(O)c1ccc(-c2ccc3ncnc(NCCc4cnc[nH]4)c3c2)o1	-3.0%
CCOC(=O)c1c(-c2ccccc2)no[n+]1[O-]	-4.9%
COc1ccc(C2Nc3ccccc3C(=O)N2Cc2cccc(-c3ccccc3)c2)cc1COc1ccc(NC(C)=O)cc1 (stereo not given)	22.8%
COc1ccc(O)c(C2Nc3ccccc3C(=O)N2Cc2ccccc2)c1 (stereo not given)	5.9%
O=C(Nc1cnn2ccc(N3CCC[C@@H]3c3cc(F)ccc3F)nc12)N1CC[C@H](O)C1	-13.9%
O=C1Nc2ccccc2/C1=C\c1ccc([N+](=O)[O-])cc1	-16.6%
COc1ccc(CC(=O)Nc2nc(-c3ccc4c(c3)CCN4C(=O)c3ccccc3C)c(C)s2)cc1	11.8%
COc1cccc(CCC(=O)NCCc2nc3ccccc3n2CCOc2ccc(C)cc2)c1	6.9%
O=S(=O)(Nc1nc(-c2ccccc2C(F)(F)F)nc2ccccc12)c1ccc(-c2ccnc(C(F)(F)F)c2)cc1	-21.9%
Cn1c(=O)c2c(nc(CN3CCN(C(=O)C4CC4)CC3)n2Cc2cccc(F)c2)n(C)c1=O	18.8%
Cc1cc(O[C@@H](CCC(F)(F)F)c2ccc(C(=O)NCCC(=O)O)cc2)cc(C)c1-c1ccc(C(C)(C)C)cc1	31.6µM*
COC(=O)c1ccccc1S(=O)(=O)Nc1cc(=O)c2ccccc2[nH]1	-2.9%
O=C([O-])C[O-].[Pt+2]	-18.2%
Cn1nnnc1Sc1ncnc2scc(-c3ccccc3Cl)c12	-0.4%[57.5 µM]
